Source: PubChem
HRas wt GTP = human HRas wildtype GTP binding, change in either direction; AID 759; GST-Ras wt beads, Bodipy-FL-GTP binding, flow cytometry; actives lie on both sides; GTP binding activity, % at 10 µM; 190,000 tested, 0.14% active;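 active = GTP binding activity at least 20% away from the 100% baseline, either lowered as inhibitor or raised as activator; inconclusive = flagged as likely green fluorescent, judged across all proteins in the well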;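 note: 0% = unlabeled GTP competition control and 100% = no-compound control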
Target sequence (P01112 whole entry, looked up): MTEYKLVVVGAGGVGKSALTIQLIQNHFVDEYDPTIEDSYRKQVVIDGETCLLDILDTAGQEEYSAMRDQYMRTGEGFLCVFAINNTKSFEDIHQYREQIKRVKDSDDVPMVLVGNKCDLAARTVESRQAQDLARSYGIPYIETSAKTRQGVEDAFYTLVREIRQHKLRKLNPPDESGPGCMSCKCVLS
Cdc42 wt = changes GTP binding to wildtype human Cdc42. P60953. GST-Cdc42 beads, Bodipy-GTP binding, flow cytometry; actives lie on both sides. percent activity (GTP binding), % at 10 µM. 190,000 tested, 0.2% active. AID 761;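 active = percent activity GTP binding at least 20 points away from the 100% baseline, either down as inhibitor or up as activator; inconclusive = compound flagged as likely green fluorescent from well-wide comparison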;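 note: median bead fluorescence of bound Bodipy-FL-GTP at 100 nM; 0% = excess unlabeled GTP control and 100% = no compound control; below 100% means less GTP binding so inhibitor and above means activator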
Rac1 wt modul = modulators of human Rac1 wildtype GTP binding | GTP binding activity (% of control), % at 10 µM | 190,000 tested, 0.27% active | P63000 | AID 757 | GST-Rac1 beads, fluorescent GTP binding, flow cytometry; actives lie on both sides; 0 = cold GTP competed, 100 = untreated;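 active = GTP binding activity at least 20 points away from the 100% control level, either lower or higher; inconclusive = compound flagged as likely green fluorescent, judged across all proteins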
Bcl-B Bim block = inhibitors of Bim-Bcl-B interaction, human; AID 951; inhibition, % at 10 µM; Q9HD36; 190,000 tested, 0.073% active; bead-based flow cytometry, Bim peptide-Bcl-B binding;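 note: 0% = tracer peptide without compound and 100% = reference inhibitor peptide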
Target sequence (Q9HD36 whole entry, looked up): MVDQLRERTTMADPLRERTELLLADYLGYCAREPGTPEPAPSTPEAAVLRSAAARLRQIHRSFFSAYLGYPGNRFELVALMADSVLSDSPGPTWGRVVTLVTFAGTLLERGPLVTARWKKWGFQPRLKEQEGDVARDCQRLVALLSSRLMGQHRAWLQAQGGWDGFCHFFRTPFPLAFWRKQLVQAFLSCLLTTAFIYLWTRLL
Rab7 wt GTP bind = dog Rab7 wildtype GTP binding, inhibitors and activators; 190,000 tested, 0.055% active; GTP binding activity (percent of control), % at 10 µM; AID 758; GST-Rab7 beads, fluorescent GTP binding, flow cytometry; actives lie on both sides; untreated = 100%, excess cold GTP = 0%;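 active = fluorescent GTP binding to Rab7 beads changed by at least 20 points from the 100% baseline, either direction, mostly lower; inconclusive = compound itself probably fluorescent, or too few beads counted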;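 note: median green fluorescence of bound Bodipy-FL-GTP per Rab7 bead population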
Bcl-W Bim block = disrupts Bim peptide binding to human Bcl-W; Q92843; inhibition, % at 10 µM; 190,000 tested, 0.02% active; AID 952; bead-based flow cytometry;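 note: 0% = bound tracer without compound and 100% = peptide blocker; higher means less fluorescent Bim peptide bound to Bcl-W beads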
Bcl-2 Bim block = disrupts Bim peptide binding to human Bcl-2; AID 950; Bead-based flow cytometry, Bim peptide-Bcl-2 binding; inhibition, % at 10 µM; 190,000 tested, 0.06% active; in the data active = inhibition above about 40%; inconclusive = no clear call, values can overlap the other calls;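 note: 0% = no compound wells with probe peptide and 100% = reference peptide inhibitor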
Target sequence (P10415 whole entry, looked up): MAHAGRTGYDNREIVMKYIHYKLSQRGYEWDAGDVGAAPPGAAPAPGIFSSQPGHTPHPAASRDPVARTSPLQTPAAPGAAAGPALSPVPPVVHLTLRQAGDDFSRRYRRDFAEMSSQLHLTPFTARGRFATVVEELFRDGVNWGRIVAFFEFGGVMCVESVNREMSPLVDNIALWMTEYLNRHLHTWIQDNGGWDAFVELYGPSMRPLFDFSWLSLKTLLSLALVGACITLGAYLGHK
Rac1 act GTP bind = alters GTP binding to activated mutant human Rac1; P63000; GST-Rac1 activated beads, fluorescent GTP binding, flow cytometry; actives lie on both sides; 100% means binding = to untreated wells; percent activity (GTP binding), % at 10 µM; 190,000 tested, 0.11% active; AID 764;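 active = GTP binding at least 20 percentage points away from the 100% baseline, in either direction, so actives lie on both sides; inconclusive = Compound likely fluorescent itself, or too few beads counted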
Rab2 wt GTP = changes GTP binding to wildtype dog Rab2A, up or down. GTP binding activity, % at 10 µM. P61105. GST-Rab2 wt beads, Bodipy-GTP binding, flow cytometry. 190,000 tested, 0.19% active;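 active = GTP binding activity at least 20 points away from 100%, either lowered or raised; inconclusive = signal likely due to the compound's own green fluorescence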;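 note: 0% = beads with excess unlabeled GTP and 100% = no-compound control corrected for plate trend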
Bim-Bfl-1 = human Bim-Bfl-1 interaction inhibition; Q16548; Bead-based flow cytometry, Bim-Bfl-1 binding inhibition; inhibition, % at 10 µM; 190,000 tested, 0.12% active;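 note: 0% = wells without compound plus tracer and 100% = blocker peptide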
Bcl-XL Bim block = disrupts Bim peptide binding to human Bcl-XL | Q07817 | bead flow cytometry, fluorescence | inhibition, % at 10 µM | 190,000 tested, 0.04% active | AID 1007
Target sequence (Q07817 whole entry, looked up): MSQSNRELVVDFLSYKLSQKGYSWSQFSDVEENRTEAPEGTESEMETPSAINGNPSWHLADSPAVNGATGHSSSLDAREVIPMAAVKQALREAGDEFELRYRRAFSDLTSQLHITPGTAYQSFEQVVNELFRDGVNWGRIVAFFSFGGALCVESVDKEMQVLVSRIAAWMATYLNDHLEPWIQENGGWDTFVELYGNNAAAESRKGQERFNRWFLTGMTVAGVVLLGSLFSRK
Numbers without * were called inactive; ? = inconclusive. Cut-off read from the data, not from the text of the source, unless noted: active = inhibition above about 40%.

SMILES	HRas wt GTP	Cdc42 wt	Rac1 wt modul	Bcl-B Bim block	Rab7 wt GTP bind	Bcl-W Bim block	Bcl-2 Bim block	Rac1 act GTP bind	Rab2 wt GTP	Bim-Bfl-1	Bcl-XL Bim block
O=C(OCC(=O)N1CCc2ccccc21)C1=COCCO1	100	100	110	-8	98	-8	-6	98	100	-19	-10
O=C(CN1C(=O)C2CCCCC2C1=O)Nc1nccs1 (stereo not given)	104	104	107	-4	103	-3	-8	103	102	-7	-5
O=C(NNS(=O)(=O)c1ccc(F)cc1)c1ccc(S(=O)(=O)N2CCCCC2)cc1	101	99	105	-4	103	-2	-2	99	98	1	-3
N#Cc1c(-c2ccc(F)cc2)cc(C2CC2)nc1SCC(=O)c1cccs1	97	100	100	-6	98	0	-7	100	99	-4	-2
N#Cc1ccccc1N=C1CCCN1Cc1ccccc1	104	102	102	-2	107	-2	-3	98	104	-2	-4
Fc1ccc(CN2CCCN(Cc3nc(-c4ccc5c(c4)OCO5)no3)CC2)cc1	97	92	93	-10	99	-3	-6	93	96	-4	-4
O=C(CSc1nc2ccc([N+](=O)[O-])cc2[nH]1)NCCc1ccccc1	100	99	102	-5	101	1	-6	97	100	-7	-3
O=C(COC(=O)c1ccc([N+](=O)[O-])o1)Nc1cccc(S(=O)(=O)N2CCOCC2)c1	98	100	98	-4	99	-5	-6	97	100	-4	-3
Cn1c(CN2CCN(C(=O)c3ccc(F)cc3)CC2)nc2cc([N+](=O)[O-])ccc21	103	103	101	-12	101	-5	-5	100	100	-12	-10
S=C(NCCSCc1ccc(Cl)cc1)Nc1ccccc1	98	96	95	-14	95	-3	-11	91	97	-17	-11
CC1(C)O[C@@H]1COc1c2ccoc2cc2oc(=O)ccc12	99	99	98	-2	101	-4	-1	95	99	-1	-2
O=C(CCCCCn1c(=O)[nH]c2ccccc2c1=O)NCCc1c[nH]c2ccccc12	104	103	102	-1	99	4	-4	101	104	-2	0
CC(C)Oc1cccc(C(=O)C2CCCN(C(=O)CCn3cnnn3)C2)c1 (stereo not given)	103	101	101	-3	107	-1	-1	99	102	-4	-3
Cc1ccc(NC(=S)NCCN2CCOCC2)cc1C	101	102	104	-1	100	-1	1	100	101	-2	-3
C=CCn1c(-c2cccnc2Cl)nc2cc(Cl)c(Cl)cc21	99	99	101	-9	104	0	-10	98	98	-18	-11
Cc1nnc(NC(=O)c2c(F)c(F)c(F)c(F)c2F)s1	100	103	105	-1	101	-3	-1	100	100	-3	-6
NC(N)=N/N=C/c1cccc([N+](=O)[O-])c1O	97	98	95	-1	98	-1	-4	94	97	-2	1
NC(=O)c1ccccc1N=Cc1ccccn1	99	100	103	-3	100	-1	-1	99	100	-2	-3
O=C(CN1CCN(c2ccccn2)CC1)N1CC(O)CO1 (stereo not given)	96	97	98	0	96	0	1	98	97	-5	-5
COc1ccc([N+](=O)[O-])cc1NC(=O)Nc1ccccc1	100	101	100	-8	105	-3	-5	101	99	-1	-5
CCOC(=O)CC(N)c1ccc2c(c1)OCO2 (stereo not given)	99	106	108	-10	100	0	-7	100	101	-14	-4
CCCn1c(SC/C(O)=C(\C#N)c2nc3ccccc3[nH]2)n[nH]c1=O	98	95	93	-6	104	0	1	96	99	-6	-3
Cc1nn(C(=O)C(C)N2C(=O)c3ccccc3C2=O)c(C)c1Br (stereo not given)	98	99	100	0	94	6	2	97	98	2	4
CCOc1ncccc1C(=O)OC(C)C(=O)Nc1ccc(CC)cc1 (stereo not given)	101	101	100	55*	106	0	50*	102	98	18	1
O=S(=O)(Nc1cccc(C(F)(F)F)c1)c1cnc[nH]1	102	102	107	-7	98	0	-10	101	102	-18	-7
COc1cccc(Oc2ccc(N)cc2)c1	101	104	105	-4	98	0	-4	96	98	-8	-2
COc1ccc(CN2CCSCC2)cc1C	102	104	105	-4	99	2	-1	101	100	-11	-4
N/C(=N\OC(=O)c1cccnc1)c1ccc(Cl)cc1Cl	95	95	98	-7	95	-4	-2	96	96	-6	-5
Cn1c(CSCc2ccccc2)nnc1SCC(=O)Nc1nccs1	101	101	103	-4	95	-7	-7	101	103	-1	-8
C(=N\n1cnnc1)/c1ccc(N2CCOCC2)cc1	101	103	99	-2	97	-5	-3	99	103	-5	-6

Entries from the list above that contain an NH in an aromatic ring (four):
SMILES	HRas wt GTP	Cdc42 wt	Rac1 wt modul	Bcl-B Bim block	Rab7 wt GTP bind	Bcl-W Bim block	Bcl-2 Bim block	Rac1 act GTP bind	Rab2 wt GTP	Bim-Bfl-1	Bcl-XL Bim block
O=C(CSc1nc2ccc([N+](=O)[O-])cc2[nH]1)NCCc1ccccc1	100	99	102	-5	101	1	-6	97	100	-7	-3
O=C(CCCCCn1c(=O)[nH]c2ccccc2c1=O)NCCc1c[nH]c2ccccc12	104	103	102	-1	99	4	-4	101	104	-2	0
CCCn1c(SC/C(O)=C(\C#N)c2nc3ccccc3[nH]2)n[nH]c1=O	98	95	93	-6	104	0	1	96	99	-6	-3
O=S(=O)(Nc1cccc(C(F)(F)F)c1)c1cnc[nH]1	102	102	107	-7	98	0	-10	101	102	-18	-7

Later entries:
SMILES	HRas wt GTP	Cdc42 wt	Rac1 wt modul	Bcl-B Bim block	Rab7 wt GTP bind	Bcl-W Bim block	Bcl-2 Bim block	Rac1 act GTP bind	Rab2 wt GTP	Bim-Bfl-1	Bcl-XL Bim block
O=C1CC(C(=O)Nc2ccccc2)N=C(N2CCCCC2)N1 (stereo not given)	105	106	104	1	98	-2	1	101	102	0	0
COCC(=O)Nc1ccccc1NC(C)=O	102	104	105	-9	98	-2	-9	103	101	-14	-3
O=C(C1CC2CCC1C2)N1CCN(Cc2ccc3c(c2)OCO3)CC1 (stereo not given)	100	99	101	4	100	0	8	98	100	1	1
c1ccc(CSc2snnc2-c2ccccc2)cc1	98	98	102	-6	99	1	-6	96	97	-9	-4
CC(=O)Nc1cc(C(F)(F)F)ccc1N1CCOCC1	95	95	90	-9	92	-2	-8	93	91	-14	-14
COc1ccc(CC(=O)N2CCCc3ccccc32)cc1OC	100	95	102	-1	97	0	0	102	99	0	1
COC(=O)c1cc(Br)c(=O)n(CCC2=CCCCC2)c1	98	101	99	-4	102	2	-5	101	99	-6	3
CCn1cnc2sc(-c3ccccc3)cc2c1=O	?	?	?	-6	?	-2	-7	?	?	-12	-3
O=C(Nc1cccc(Cl)c1)Nc1ccc(Cl)cn1	101	103	107	72*	99	18	77*	101	99	51*	30
CCc1ccc(N2C(=O)CN(Cc3sccc3C)C2=S)cc1	101	101	99	-6	107	2	-2	99	101	1	0
CCOC(=O)CSc1nccc(N(C)C)c1C#N	101	103	101	-7	99	0	-7	97	100	-14	-8
CCOC(=O)C1=C(c2ccccc2)NC(=O)NC1c1ccc(OC)cc1 (stereo not given)	97	93	99	5	101	2	-2	95	97	0	1
Cc1ccc2nc(-c3cccnc3)c(NC3CCCCC3)n2c1	102	102	102	0	102	0	0	101	100	3	0
O=C(CCCN1C(=O)CCC1=O)Nc1ccc(Br)cc1F	102	104	102	-1	98	-2	1	99	99	0	-6
CCC(CC)C(=O)Nc1cccc(C(=O)Nc2ccc3c(c2)OCO3)c1	96	94	96	3	99	1	0	94	96	0	3

Part of the list above in order of length of the SMILES, highest first.
SMILES	HRas wt GTP	Cdc42 wt	Rac1 wt modul	Bcl-B Bim block	Rab7 wt GTP bind	Bcl-W Bim block	Bcl-2 Bim block	Rac1 act GTP bind	Rab2 wt GTP	Bim-Bfl-1	Bcl-XL Bim block
CCOC(=O)C1=C(c2ccccc2)NC(=O)NC1c1ccc(OC)cc1 (stereo not given)	97	93	99	5	101	2	-2	95	97	0	1
O=C(C1CC2CCC1C2)N1CCN(Cc2ccc3c(c2)OCO3)CC1 (stereo not given)	100	99	101	4	100	0	8	98	100	1	1
O=C1CC(C(=O)Nc2ccccc2)N=C(N2CCCCC2)N1 (stereo not given)	105	106	104	1	98	-2	1	101	102	0	0
COc1ccc(CC(=O)N2CCCc3ccccc32)cc1OC	100	95	102	-1	97	0	0	102	99	0	1
CC(=O)Nc1cc(C(F)(F)F)ccc1N1CCOCC1	95	95	90	-9	92	-2	-8	93	91	-14	-14
CCn1cnc2sc(-c3ccccc3)cc2c1=O	?	?	?	-6	?	-2	-7	?	?	-12	-3
COCC(=O)Nc1ccccc1NC(C)=O	102	104	105	-9	98	-2	-9	103	101	-14	-3

The list goes on:
SMILES	HRas wt GTP	Cdc42 wt	Rac1 wt modul	Bcl-B Bim block	Rab7 wt GTP bind	Bcl-W Bim block	Bcl-2 Bim block	Rac1 act GTP bind	Rab2 wt GTP	Bim-Bfl-1	Bcl-XL Bim block
Cc1ccc(CNC(=O)C2CCCN(S(=O)(=O)c3c(C)[nH]c(=O)[nH]c3=O)C2)cc1 (stereo not given)	101	102	104	-8	102	-1	1	99	98	0	-2
CC(C)(C)C1CCC(OC(=O)C[N+]2(C)CCCC2)CC1 (stereo not given)	93	90	90	1	97	-3	3	92	95	5	-4
Cn1c(C(=O)NCCCN2CCN(c3ccccc3F)CC2)cc2c(=O)n(C)c3ccccc3c21	95	98	98	-8	97	0	-9	96	96	-11	-4
O=C(NCc1cccc(Cl)c1)c1ccc(S(=O)(=O)Nc2cccc(C(F)(F)F)c2)cc1	99	99	102	-5	95	-4	-12	100	98	-19	-8
CSCCC(NC(=O)COc1ccccc1)C(=O)OCC(=O)c1cc2ccccc2o1 (stereo not given)	102	101	99	-2	95	-5	0	99	104	0	-7
O=C(CSc1nnnn1-c1ccc2c(c1)OCO2)NCc1ccccc1	95	95	93	-10	96	-2	-14	91	91	-15	-13
COC(=O)CN(c1c(C)cccc1C)S(C)(=O)=O	101	104	105	-4	101	0	-3	101	103	-12	-3
CC(C)CCNC(=O)Nc1ccc2c(c1)N(C)C(=O)CS2	90	90	88	-1	91	-1	1	91	90	0	-1
COC(=O)C1CCCN1C(=O)C1CCCN1C(=O)CNC(=O)OCc1ccccc1 (stereo not given)	97	97	99	-1	98	-8	-4	98	99	-1	-5
CCOC(=O)c1c(C)c[nH]c1C	98	99	101	0	97	0	-2	97	98	-4	-4
CC(C)CCOc1ccc(C(=O)O)cc1	98	100	102	0	97	-2	-3	97	100	1	-3
